M1AAP inhibition: malaria alanyl aminopeptidase activity blockers – biochemical, fluorogenic H-Leu-NHMec substrate, 1536-well (AID 1445); one-dose inhibition, % at 30 µM; IC50 in µM for titrated hits; 220,000 tested, 0.42% active; recombinant M1AAP, H-Leu-NHMec fluorogenic kinetic assay; higher % means a stronger effect;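 active = primary inhibition above the hit cutoff, then over 50% inhibition at one or more dose response concentrations, cut at about 23% in these data, passing the limit was not always enough; inconclusive = conflicting primary data, or primary hits not chosen for dose response; inactive = low primary inhibition, or under 50% at every dose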;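 note: plate controls were DMSO full reaction for no effect and no enzyme background for full effect; strong numbers were not always called active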
MT stabilizer: microtubule stabilizers in HeLa cells. HeLa tubulin immunostaining HCS, 24 h; share of cells brighter than vehicle mean+2SD. % tubulin-high responders, % at 10 µM. 200,000 tested, 0.83% active;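 active = plate Z-score above 3 for both tubulin-high and condensed-nucleus cell shares, with cell loss under 80%, at 10 µM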;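 note: anti alpha tubulin signal scored within the nucleus-defined area of each cell; some results filed as inactive read as strong as hits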
Autophagy HCS: alters autophagy in cells. MEF GFP-LC3 puncta imaging; test concentration mostly 10 µM. calls only at 10 µM (by protocol). 190,000 tested, 0.98% active;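 active = percentage of spot-positive cells more than 3 SD above its plate mean, without a fluorescence outlier flag or 80% toxicity; inconclusive = no clear call, values can overlap the other calls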;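 note: spot-positive cell cutoff set from DMSO-treated cells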
ER stress rescue: rescue of cells from ER stress-induced death, primary screen, 384-well, CSM14.1, thapsigargin, ATP luminescence (AID 1222). cellular ATP content (survival), % at 20 µM; hits with a dose series show EC50 in µM. 190,000 tested, under 10 active. CSM14.1 thapsigargin-induced death rescue, ATP luminescence; higher % means a stronger effect;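 active = EC50 below 50 µM in the dose-response confirmation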;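 note: death triggered by thapsigargin at about 15 µM added after 2 h compound pretreatment; cell ATP read after overnight thapsigargin exposure of roughly 18 to 22 hours; normalized against plate controls of thapsigargin alone and 5% DMSO vehicle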
Dynein cargo inh: blocks dynein driven cargo transport along microtubules | 3617.4 mouse cells, GR-EGFP nuclear translocation imaging; test concentration mostly 20 µM; stimulated with dexamethasone, 1 µM; hits give low values | 220,000 tested, 0.47% active | AID 1381 | z-score, hits read low;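 active = plate z-score of nuclear minus cytoplasmic receptor signal below a set negative limit, without overly bright fluorescence or cell loss, cut at about -3.5 in these data, passing the limit was not always enough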;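 note: z-score of nuclear minus cytoplasmic ring GR-EGFP intensity difference per well; some compounds called inactive have numbers as strong as hits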
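Buffer or medium: tetracycline-free induction medium containing charcoal-stripped FBS / Reagent: dexamethasone agonist, 1.0 µM final, for 30 min / Technique: automated 10x imaging of fixed Hoechst-stained cells / Times: induction 48 h, compound 1 h, agonist 30 min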
P. falciparum M17LAP: P. falciparum M17LAP inhibitors, primary screen, biochemical, fluorogenic H-Leu-NHMec substrate, 1536-well (AID 1619); 220,000 tested, 0.38% active; recombinant M17LAP, H-Leu-NHMec fluorogenic kinetic assay; higher % means a stronger effect; inhibition, % at 30 µM; hits with a dose series show IC50 in µM;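 active = compound inhibiting the enzyme by more than half at any dose during confirmatory dose-response retesting; inconclusive = strong single-dose inhibitors picked by rank but not retested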;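 note: plate controls were full reaction with DMSO carrier for no effect and no enzyme background for full effect; strong numbers were not always called active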
Ins promoter up: MIN6 insulin promoter up-regulation; MIN6 insulin promoter-GFP reporter, high-content imaging; hits give high values; z-score at 5 µM; 190,000 tested, 0.3% active; AID 1625;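 active = z-score above 3 at 5 µM with at least 500 cells counted in the well; inconclusive = wells under 500 cells, flagged as cytotoxic or low count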
Yfh1-depleted yeast: mitochondrial function rescue without frataxin homolog – Friedreich's ataxia, plus single-dose screen, dose response (AID 1465). S. cerevisiae Yfh1-off respiration, WST-1 reduction, 72 h; higher fold induction means a stronger effect. fold induction at 50 µM, or EC50 in µM where a hit was titrated. 220,000 tested, 0.074% active;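 active = fold induction of absorbance versus untreated yeast above a set limit, then at least 30% activation at any dose in follow-up; inconclusive = repeats straddling the limit, or above it without dose testing; inactive = fold induction below the set limit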;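 note: activators that raise dye reduction in frataxin-depleted yeast; strong numbers were not always called active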
Hep lipid drop: modulators of hepatic lipid droplet formation. AML12 mouse hepatocytes, oleate lipid droplets, BODIPY imaging. inhibition, % at 6.5 µM. 240,000 tested, 0.4% active. AID 1656;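 active = lipid droplet intensity inhibited by at least 50%, with more than 500 cells counted; inconclusive = wells with under 300 cells, treated as cytotoxic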
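Assay system: AML12 mouse liver cells | Compound dosing: One dose, 6.5 µM compound | Read-out basis: Droplet intensity reduction, % inhibition | Measured by: Fluorescence imaging, 20x objective, two fields per well | Schedule: Overnight treatment with compound plus oleate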
Dynein cargo inh cytoplasmic EGFP: recorded beside Dynein cargo inh, whose call it bears; z-score; measured here: cytoplasmic GR-EGFP intensity; hits give high values
Dynein cargo inh nuclear GR-EGFP: recorded beside Dynein cargo inh, whose call it bears; z-score; measured here: nuclear GR-EGFP intensity;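 lower value marks the stronger effect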
Dynein cargo inh cell count: further read-out of Dynein cargo inh, marked with its call; z-score; measured here: cell count per field
Ins promoter up cell count: recorded beside Ins promoter up, whose call it bears; cell count; measured here: cytotoxicity, nuclei count;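 total cells summed across four imaged fields per well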
Hep lipid drop cells 6.5 µM: further read-out of Hep lipid drop, marked with its call; cell count; measured here: cell count, cytotoxicity flag;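 cells counted across two imaged fields per well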
MT stabilizer Hoechst-high %: recorded beside MT stabilizer, whose call it bears; % Hoechst-high responders; measured here: nuclear condensation Hoechst responders;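 share of cells brighter than vehicle mean plus two SD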
MT stabilizer cytotoxicity %: also measured in MT stabilizer; calls as there; toxicity, %; measured here: cytotoxicity by cell density;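 0% = mean cell density of plate MIN control wells and 100% = no cells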
Autophagy HCS cell loss 18 h: second read-out of Autophagy HCS, no call of its own (marks repeat the call); toxicity, %; measured here: cell loss, nuclei count;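 cell loss after 18 h compound exposure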
Starred values were filed as active, the others as inactive; i = inactive; ? = inconclusive; . = not tested or not shown; + = active, no number.

SMILES | M1AAP inhibition | MT stabilizer | MT stabilizer Hoechst-high % | MT stabilizer cytotoxicity % | Autophagy HCS | Autophagy HCS cell loss 18 h | ER stress rescue | Dynein cargo inh | Dynein cargo inh cytoplasmic EGFP | Dynein cargo inh nuclear GR-EGFP | Dynein cargo inh cell count | P. falciparum M17LAP | Ins promoter up | Ins promoter up cell count | Yfh1-depleted yeast | Hep lipid drop | Hep lipid drop cells 6.5 µM
O=C(Cc1ccc([N+](=O)[O-])cc1)Nc1cccnc1 | -0.9% | . | . | . | . | . | . | 0.174 | -0.212 | 0.0823 | -0.0326 | 0.9% | 0.09 | 1362 | i | 9.7 | 735
Cc1cc(C)nc(SCCS(=O)(=O)Cc2ccccc2)n1 | 0.2% | 2.2 | 2.6 | 38.2 | i | -0.1 | 0.8% | -0.383 | 0.962 | 0.357 | -0.407 | 0.2% | -0.38 | 1175 | i | 8.9 | 758
O=C(O)CCN1C(=O)/C(=C\c2ccc(-c3nc4ccccc4s3)o2)SC1=S | 20.7% | 1.4 | 1.1 | 7.0 | i | -9.0 | -1.7% | -3.96 | 12 | -0.136 | 1.42 | 36.6% | . | . | i | -2.3 | 716
O=C1CCC/C(=N/NC(=O)c2ccc(NS(=O)(=O)c3cccs3)cc2)C1 | 10.5% | 1.3 | 1.2 | 5.6 | i | 1.6 | -0.7% | -0.0126 | -0.391 | -0.57 | 1.4 | 24.9% | 0.43 | 1513 | i | -3.4 | 687
CCOC(=O)c1cnc2ccc(OC)cc2c1Nc1ccc2c(c1)OCCO2 | 1.2% | 1.3 | 0.3 | 2.1 | i | 9.3 | 3.0% | 0.936 | -0.0669 | 0.091 | -1.47 | 7.0% | 1.55 | 918 | i | . | .
COc1cc(OC)c(C2C(C(=O)Nc3ccccc3)=C(C)Nc3ncnn32)cc1OC (centres undefined) | 7.4% | 2.2 | 1.8 | 16.2 | i | 11.6 | -0.7% | -0.511 | -0.198 | 0.07 | 0.255 | 3.3% | -0.35 | 1501 | i | . | .
CCOC(=O)c1cccnc1SC(CC)C(=O)NCc1ccco1 (centres undefined) | -1.6% | 1.6 | 0.6 | 4.5 | i | -9.2 | 4.2% | -0.282 | -0.235 | -0.0584 | -0.051 | 23.9% | -1.16 | 946 | i | -9.1 | 689
O=C(NCc1ccc2c(c1)OCO2)c1ccncc1 | -1.7% | 2.4 | 3.1 | 0.4 | i | 1.1 | 0.1% | -1.1 | -0.161 | -0.403 | 0.0456 | 8.1% | 0.03 | 958 | i | . | .
C/C(=N\NC(=S)NCc1ccccc1)c1cccs1 | 4.1% | 2.8 | 3.0 | 6.8 | i | -7.1 | -1.6% | 0.383 | -0.232 | 0.579 | -0.949 | 0.5% | -0.5 | 1150 | i | -18.8 | 689
CCn1c2ccccc2c2cc(/C=N/n3cnnc3)ccc21 | 19.7% | 10.8 | 2.0 | 13.6 | + | 47.1* | -0.5% | -0.13 | -0.182 | 0.0896 | 0.595 | -16.0% | 0.45 | 846 | i | . | .
COc1cc([C@H]2[C@@H]3CCCC[C@]3(O)CCN2CC(=O)Nc2ccc(C)cc2C)ccc1O | 10.2% | 2.3 | 1.9 | 14.7 | i | 14.1 | -2.4% | 0.00378 | -0.385 | 0.264 | 0.479 | 8.5% | -0.28 | 1001 | i | . | .
CCCCN(CC)CCCNC(=S)Nc1ccc2nc(N3CCN(C)CC3)cc(C)c2c1 | 4.8% | 0.9 | 2.9 | 4.7 | + | -2.1* | -2.1% | -0.152 | -0.171 | 0.208 | 0.109 | -0.2% | 1.23 | 1126 | i | 5.0 | 709
O=C(Oc1cc2oc(=O)c3c(c2cc1Cl)CCCC3)c1ccco1 | 19.9% | 3.0 | 1.1 | 13.2 | i | 1.0 | -2.6% | -0.348 | -0.244 | 0.0956 | 1.22 | i | -0.12 | 1683 | i | -1.0 | 704
CCC(=O)OCC(=O)Nc1cc(C)c(C)cc1[N+](=O)[O-] | -0.4% | 6.0 | 3.2 | 5.8 | i | 10.4 | -1.2% | -0.509 | -0.259 | -0.275 | 0.494 | -0.4% | -0.33 | 1421 | i | -0.2 | 546
COc1ccc(OC(=O)Nc2ccc([N+](=O)[O-])cc2OC)cc1 | 1.4% | . | . | . | . | . | . | 0.0196 | -0.249 | 0.557 | 0.0302 | -0.6% | 0.16 | 1086 | i | -2.2 | 657
Fc1ccccc1NC(=S)Nc1cccnc1 | 8.8% | 2.6 | 1.5 | 10.8 | i | -15.5 | -1.4% | -0.0326 | -0.316 | -0.0174 | 0.567 | 0.2% | . | . | i | -3.3 | 705
COc1ccc(/C=N/NC(=O)c2ccc(Br)cc2)cc1CN1CCOCC1 | 1.2% | . | . | . | . | . | . | 0.795 | -0.184 | 0.201 | -0.598 | 3.3% | 0.07 | 1071 | i | 10.3 | 738
CC(=O)C1=C(O)C(=O)N(CCCCCC(=O)O)C1c1ccc(N(C)C)cc1 (centres undefined) | 6.2% | 5.3 | 3.3 | 8.3 | i | 1.0 | -0.3% | -0.585 | -0.211 | 0.0482 | -0.415 | 24.5% | -0.02 | 1225 | i | -4.0 | 731
CCOC(=O)c1c(C(C#N)C#N)cc(C)nc1C | 9.1% | 3.9 | 2.4 | 8.3 | i | 8.4 | 1.0% | -0.571 | -0.342 | -0.23 | 0.311 | 24.6% | ? | . | i | . | .
COC(=O)C1=C(C)N(C)C(C)=C(C(=O)OC)C1c1cccc(Br)c1 | 3.8% | 1.7 | 1.0 | 2.0 | i | 11.3 | -0.9% | 0.868 | -0.13 | 0.175 | -0.319 | -0.6% | -1.07 | 1060 | i | . | .
Cc1cc(Sc2nc(N)ncc2[N+](=O)[O-])ncn1 | 6.0% | 3.5 | 1.9 | 8.2 | i | -1.3 | -3.9% | -5.01* | 2.6* | -1.69* | 0.268* | 9.8% | -0.86 | 1262 | i | -5.9 | 660
Cc1cc(N2CCCC2)c(F)cc1/C=C\[N+](=O)[O-] | 13.0% | 2.6 | 2.1 | 6.5 | i | 0.7 | 0.6% | -3.87 | 6.66 | -0.722 | 0.228 | 3.4% | -0.12 | 1600 | i | 10.8 | 674
CCn1cc(Br)c(C(=O)Nc2ccc(C(=O)OC(C)C)cc2)n1 | -0.3% | 2.7 | 1.6 | 9.6 | i | -2.4 | -2.3% | 0.0847 | -0.0688 | 0.0726 | 0.0776 | -13.1% | 0.22 | 984 | i | 1.1 | 707
C[C@]12CC[C@@H]3c4ccc(O)cc4CC[C@H]3[C@@H]1C[C@@H](O)[C@@H]2O | 3.3% | 5.9 | 3.4 | 8.1 | i | -4.8 | 9.3% | -0.459 | -0.18 | -0.0392 | 0.573 | 15.2% | . | . | i | 19.2 | 727
CCN1CCN(CCOc2ccc(Cl)cc2)CC1 | -5.3% | 1.8 | 1.1 | 5.3 | i | -4.4 | -1.8% | -0.323 | -0.317 | 0.0102 | 0.914 | -8.1% | -1.29 | 1509 | i | 3.8 | 758
COc1cccc(N2CCN(Cc3ccsc3)CC2)c1 | 6.4% | 1.5 | 0.5 | 6.1 | i | 0.9 | -2.9% | -0.296 | -0.115 | -0.218 | 0.524 | -3.3% | . | . | . | 18.5 | 811
COC(=O)c1ccc(CSc2nnc(NC(=O)C3CCCO3)s2)cc1 (centres undefined) | 2.3% | 1.8 | 1.5 | 6.8 | i | -9.8 | 0.7% | -0.0419 | -0.195 | 0.646 | 0.693 | 10.0% | . | . | i | 1.0 | 762
Cc1ccc(C)n1-c1ccc(C(=O)N2CCC(C(N)=O)CC2)cc1 | -2.7% | 6.8 | 1.2 | 4.8 | i | 5.4 | 0.3% | 0.285 | -0.137 | 0.472 | 0.565 | -2.3% | 0.34 | 1160 | i | 3.7 | 679
COC(=O)c1cn(C(=O)c2ccco2)c2ccccc12 | -3.0% | 1.7 | 2.1 | 5.9 | i | -0.4 | 2.5% | -0.251 | -0.209 | -0.179 | 0.465 | -7.9% | 1.14 | 1275 | i | . | .
CC(=O)Nc1c(C(=O)O)oc2ccccc12 | 0.4% | 5.2 | 2.7 | 8.0 | i | 9.1 | -1.0% | -0.889 | -0.327 | -0.241 | 0.429 | 5.3% | 0.86 | 1296 | i | . | .
O=C1CC(c2ccc(F)c(Br)c2)C2=C(CCCC2=O)N1 (centres undefined) | 2.2% | 4.0 | 3.3 | 8.1 | i | 3.4 | . | -0.113 | -0.169 | 0.355 | 0.36 | -0.7% | 0.2 | 1250 | i | 2.6 | 635
CCCOc1cc(C)c(S(=O)(=O)NCCOC)cc1C | 2.6% | 2.9 | 2.3 | 5.6 | i | -2.0 | -1.0% | 0.827 | -0.238 | 0.313 | -0.286 | 21.0% | . | . | i | -7.6 | 773
O=c1c2cccc(Cl)c2nc2n1Cc1ccccc1-2 | -0.8% | . | . | . | . | . | . | 0.43 | -0.214 | 0.0899 | 0.156 | -0.3% | . | . | i | -8.7 | 746
CCc1ccc2c(CSc3nnnn3C)cc(=O)oc2c1 | 6.7% | . | . | . | . | . | . | 0.111 | -0.298 | -0.219 | 0.174 | 2.8% | 0.46 | 1380 | i | -4.7 | 718
Cc1cccc(N2C(=O)C3C(c4ccccc4)OC4(C(=O)c5ccccc5C4=O)C3C2=O)c1 (centres undefined) | -5.1% | 2.3 | 2.2 | 6.8 | i | 8.9 | -3.4% | 0.813 | -0.00908 | 0.214 | 0.752 | -4.3% | 0.53 | 1345 | i | . | .
